TAAR1 ag: human TAAR1 agonists, primary screen, Fluo-8 calcium fluorescence, CHO RD-HGA16 cells; Trace amine-associated receptor 1 (Homo sapiens), Q96RJ0; vehicle wells 0%, saturating PEA agonist 100%; activation, % at 3 µM; hit rate 0.99% among 360,000;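 active = activation above the mean activation of all test compounds in the run plus 3 SD, cut at about 38% in these data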
Target sequence (Q96RJ0 whole entry, looked up): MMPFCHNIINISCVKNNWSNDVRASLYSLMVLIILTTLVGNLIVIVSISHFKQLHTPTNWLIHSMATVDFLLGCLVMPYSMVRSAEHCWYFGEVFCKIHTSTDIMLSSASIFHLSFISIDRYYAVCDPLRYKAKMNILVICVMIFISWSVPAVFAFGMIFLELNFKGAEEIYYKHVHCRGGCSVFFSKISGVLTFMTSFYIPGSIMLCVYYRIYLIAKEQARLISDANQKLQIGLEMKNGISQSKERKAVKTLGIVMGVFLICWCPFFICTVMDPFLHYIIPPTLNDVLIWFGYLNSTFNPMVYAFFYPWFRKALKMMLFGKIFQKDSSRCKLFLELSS
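Repeats: no replicates (n 1) | Material: CHO-derived RD-HGA16 cells with stable Gα16 and human TAAR1 | Technique: Kinetic Fluo-8 calcium fluorescence | Schedule: 17-24 h seeding, 75 min 37 °C dye, 30 min RT | Evaluation: % activation from peak over basal fluorescence ratio, DMSO-to-PEA scaled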
CHRM1 PAM: human M1 muscarinic receptor positive allosteric modulators, primary screen, CHO-K1 cells, Fluo-8 calcium fluorescence, 1536-well. Muscarinic acetylcholine receptor M1 (Homo sapiens), P11229. CHO-K1 hM1, ACh EC20; 0% = ACh EC20, 100% = maximal ACh. activation, % at 3 µM. hit rate 0.088% among 360,000. AID 588819, 2011; in the data active = activation above about 19%, passing the limit was not always enough
Target sequence (P11229 whole entry, looked up): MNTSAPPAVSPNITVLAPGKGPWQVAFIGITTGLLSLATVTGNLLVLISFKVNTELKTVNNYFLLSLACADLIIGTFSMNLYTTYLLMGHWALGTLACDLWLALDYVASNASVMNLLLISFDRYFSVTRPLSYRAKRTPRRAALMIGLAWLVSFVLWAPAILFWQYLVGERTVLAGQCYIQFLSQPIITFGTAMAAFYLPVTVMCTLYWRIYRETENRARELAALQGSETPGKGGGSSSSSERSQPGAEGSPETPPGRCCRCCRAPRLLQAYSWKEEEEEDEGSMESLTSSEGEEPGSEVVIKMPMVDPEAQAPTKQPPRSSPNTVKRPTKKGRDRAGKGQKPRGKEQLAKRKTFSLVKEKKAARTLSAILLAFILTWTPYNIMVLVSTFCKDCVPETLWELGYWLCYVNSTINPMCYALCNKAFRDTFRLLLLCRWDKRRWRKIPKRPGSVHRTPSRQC
M1 PAM parental: nonselective calcium activators in parental CHO-K1 cells, primary screen, counter-screen for M1 PAM project, cell-based, Fluo-8 calcium fluorescence, full deck, 1536-well | activation, % at 3 µM | ATP EC20; 0% at ATP EC20, 100% at ATP max | hit rate 0.02% among 360,000;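 active = activation above the run cutoff, the mean activation of all test compounds plus 3 SD, cut at about 40% in these data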;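 also: peak over basal fluorescence ratio in a 140 s read after ATP addition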
M1 ag parental: counter-screen for M1 agonists: effect in parental CHO-K1 cells | Fluo-8 calcium fluorescence; scaled to maximal ATP response, vehicle zero | activation, % at 3 µM | hit rate 0.48% among 360,000 | AID 602248, 2012; in the data active = activation above about 15%;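 also: untransfected CHO-K1 host cells lacking M1 receptor as counterscreen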
M1 ag: human M1 muscarinic receptor agonists, primary screen, Fluo-8 calcium fluorescence, CHO-K1 cells, HTS; Muscarinic acetylcholine receptor M1 (Homo sapiens), P11229; CHO-K1 hM1, agonist mode; 0% DMSO, 100% acetylcholine EC100; activation, % at 3 µM; hit rate 0.33% among 360,000; AID 588814, 2011;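 active = activation above the run's mean compound activation plus 3 SD, cut at about 16% in these data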;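 also: peak over basal fluorescence ratio within a 140 s kinetic read after compound addition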
TAAR1 antag: human TAAR1 antagonists, primary screen, Fluo-8 calcium fluorescence, CHO RD-HGA16 cells | Trace amine-associated receptor 1 (Homo sapiens), Q96RJ0 | antagonist | inhibition, % at 3 µM | hit rate 1.5% among 360,000;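 active = inhibition above a per-plate cutoff, the mean inhibition of test compounds on that plate plus 3 SD, cut at about 49% in these data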;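 also: 0% = DMSO plus EC80 beta-PEA response and 100% = DMSO alone without agonist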
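test system = CHO RD-HGA16 cells bearing hTAAR1 | replication = singlicate | controls = DMSO-only wells and EC80 β-PEA-stimulated wells | reagent = EC80 β-phenethylamine stimulus | read-out basis = percent inhibition of PEA-evoked calcium signal, max/basal emission ratio | schedule = seeding 17-24 h prior, 75-min 37 °C, 30-min RT dye loading | signal = kinetic Fluo-8 calcium fluorescence measurement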
CHO parental Ca: ATP-evoked calcium signal inhibitors, parental CHO, primary screen, counter-screen for OX1R antagonist project, cell-based, fluorescence, Fluo-8 calcium dye; parental CHO-K1, ATP-induced calcium, Fluo-8 fluorescence; inhibition, % at 5.6 µM; hit rate 0.63% among 330,000; AID 463079, 2010;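 active = inhibition above that plate's mean sample inhibition plus 3 SD, cut at about 26% in these data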;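 also: 0% = ATP-challenged DMSO wells and 100% = DMSO wells without ATP; some compounds past the cut are filed as inactive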
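Material: Parental CHO cells | Reagent: ATP | Compound dosing: Single nominal dose of 5.6 µM per compound | Detection: Intracellular calcium via Fluo-8 no-wash fluorescent dye | Read-out: % inhibition of ATP-induced calcium mobilization | Benchmarks: Low control ATP plus DMSO, high control DMSO only | Replicates: Singlicate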
CHO-K1 Ca antag: nonselective inhibitor or artifact in parental CHO-K1 cells; ATP-induced calcium, Fluo-8 fluorescence; inhibition, % at 3 µM; hit rate 0.6% among 360,000; AID 602250;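 active = inhibition above a per-plate cutoff, the plate's mean sample inhibition plus 3 SD, cut at about 24% in these data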;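 also: 0% = DMSO plus EC80 ATP and 100% = DMSO alone without ATP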
M1 antag: human M1 muscarinic receptor antagonists, primary screen, CHO-K1 cells, Fluo-8 calcium fluorescence, 1536-well; CHO-K1 hM1, ACh EC80 antagonist; inhibition, % at 3 µM; hit rate 1.3% among 360,000; AID 588852, 2011;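 active = percent inhibition above its own plate's cutoff, namely the mean of that plate's compound wells plus 3 SD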;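 also: peak over basal fluorescence ratio during 140 s after agonist addition; 0% = ACh EC80 plus DMSO and 100% = DMSO alone without agonist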
Active calls of the source: *; x = not tested or not shown.

Screens by letter – A = TAAR1 ag; B = CHRM1 PAM; C = M1 PAM parental; D = M1 ag parental; E = M1 ag; F = TAAR1 antag; G = CHO parental Ca; H = CHO-K1 Ca antag; I = M1 antag
COc1ccc(-n2nnnc2SCC(=O)N2C(C)CCCC2C)c(OC)c1 (stereo not given)
  A: 3	B: 5	C: 5	D: 4.5	E: -5	F: -18	G: -19	H: -29	I: -7

Cc1ccc(F)cc1NS(=O)(=O)c1ccc(Cl)s1
  A: x	B: 5	C: 14	D: 2.6	E: -5	F: x	G: -6	H: -13	I: -6

O=C(CN1CC(=O)Oc2ccccc21)OCC(=O)c1cccc(Br)c1
  A: x	B: 7	C: 17	D: 0.1	E: -4	F: x	G: -5	H: -6	I: -10

c1cncc(-c2nn3c(Cn4nnc5ccccc54)nnc3s2)c1
  A: 11	B: 11	C: 25	D: 0.1	E: -3	F: -19	G: -14	H: -10	I: -12

COc1cc(C(=O)NC(c2ccccc2)c2ccccc2)cc(Cl)c1OC
  A: x	B: 2	C: 11	D: -0.5	E: -2	F: x	G: -20	H: -5	I: 3

C=CCc1ccc(OCC(O)CN2CCC(Cc3ccccc3)CC2)c(OC)c1 (stereo not given)
  A: 16	B: -10	C: -5	D: 0.8	E: -3	F: -20	G: -4	H: 4	I: 3

N#C/C(=C(/O)c1ccco1)c1nc2ccccc2[nH]1
  A: 10	B: 6	C: 15	D: 2.1	E: -4	F: -13	G: -11	H: 0	I: 7

COc1ccccc1C(=O)NCCC(=O)NCc1ccccn1
  A: 18	B: 1	C: -16	D: 0.5	E: -2	F: -8	G: 4	H: -1	I: 3

CCCCOC(=O)Cn1c(=O)c2c(nc(Br)n2Cc2ccccc2)n(C)c1=O
  A: 7	B: -5	C: -1	D: 6.1	E: -1	F: 34	G: -34	H: 15	I: 17

CCCn1c(=O)c2c(nc3n2CC(C)CN3Cc2ccccc2)n(C)c1=O (stereo not given)
  A: 1	B: 3	C: 22	D: 3.2	E: -4	F: -17	G: -21	H: 2	I: -6

Cc1ccc(NC(=O)CN2CCC(C(N)=O)CC2)cc1[N+](=O)[O-]
  A: -2	B: 2	C: 9	D: 0.3	E: -3	F: 6	G: 6	H: -8	I: 6

CC1(C)CC(N2CCOCC2)=CC(=S)N1
  A: x	B: 1	C: 21	D: 1.1	E: -5	F: x	G: x	H: -5	I: -2

CCCc1c(O)nc(SC2CC(=O)N(c3ccc(OC)cc3)C2=O)[nH]c1=O (stereo not given)
  A: 1	B: 3	C: 5	D: 0.9	E: -3	F: -19	G: 8	H: -17	I: -5

CCc1cc(C(=O)N=Nc2c(O)[nH]c3c(Br)cc(Br)cc23)c2ccccc2n1
  A: -2	B: -7	C: -12	D: -0.5	E: -3	F: 8	G: -31	H: 15	I: 3

C/C=C/C=C\C(=O)Nc1cccc(C2=NOC3(C2)C[C@H](C(N)=O)N(C(=O)/C=C/C)C3)c1 (stereo not given in full)
  A: 2	B: 7	C: 16	D: 0.7	E: -3	F: -4	G: 9	H: -18	I: -1

O=C(Nc1ccc(S(=O)(=O)N2CCCC2)cc1Cl)C1=COCCO1
  A: 19	B: 4	C: 17	D: 0.4	E: -5	F: -8	G: -9	H: -20	I: -3

CCn1ccnc1CNC(=O)C1CCC(=O)N(Cc2ccccc2F)C1 (stereo not given)
  A: 3	B: 4	C: 11	D: 0.3	E: -6	F: -31	G: -8	H: -1	I: -10

CCN(CC)C(=O)C1CCCN(Cc2ccccc2F)C1 (stereo not given)
  A: 7	B: -2	C: 2	D: 0.0	E: -5	F: 4	G: -10	H: -4	I: 9

CC(C)CSc1nc(N2CCOCC2)c2c(c1C#N)CC(C)(C)SC2
  A: 2	B: -1	C: 14	D: 0.1	E: -6	F: 9	G: -37	H: -14	I: -21

Cc1ccccc1NC(=S)N(CCCN1CCOCC1)Cc1ccccn1
  A: 5	B: -10	C: -6	D: 4.8	E: -6	F: -4	G: -10	H: 18	I: 19

An excerpt from above, reduced to TAAR1 ag, M1 ag and CHRM1 PAM:
structure,TAAR1 ag,M1 ag,CHRM1 PAM
CC1(C)CC(N2CCOCC2)=CC(=S)N1,x,-5,1
CCCc1c(O)nc(SC2CC(=O)N(c3ccc(OC)cc3)C2=O)[nH]c1=O (stereo not given),1,-3,3

New compounds follow.
Screens by letter – A = TAAR1 ag; B = CHRM1 PAM; C = M1 PAM parental; D = M1 ag parental; E = M1 ag; F = TAAR1 antag; G = CHO parental Ca; H = CHO-K1 Ca antag; I = M1 antag
COc1ccc(C)cc1N(C(=O)COc1cccc(F)c1)c1nc2ccccc2s1
  A: 8	B: -2	C: 18	D: 1.2	E: -6	F: -25	G: -9	H: -1	I: 4

CC(=O)COc1ccc2c(-c3cccc([N+](=O)[O-])c3)cc(=O)oc2c1
  A: -1	B: 10	C: 15	D: 0.9	E: -12	F: 14	G: 7	H: -2	I: -14

COC(=O)C1CCN(Cc2cc(=O)oc3cc(C)c(Cl)cc23)CC1
  A: -2	B: 3	C: 2	D: 2.1	E: -2	F: 3	G: -16	H: -7	I: -9

CCC(CC)c1nnc(NC(=O)Cc2ccccc2[N+](=O)[O-])s1
  A: 49*	B: 2	C: 25	D: 10	E: 1	F: -9	G: -14	H: -2	I: -8

Cc1cc(NC(=O)CSc2nnc(CNC(=O)c3ccccc3)o2)no1
  A: 0	B: 5	C: 19	D: -0.3	E: -2	F: 3	G: 1	H: -11	I: -7

COc1cccc(NC(=O)CN2C(=O)CSc3ccc(S(=O)(=O)N4CCOCC4)cc32)c1
  A: 0	B: 7	C: 17	D: 0.6	E: -3	F: -4	G: -14	H: -10	I: -14

CCCCc1nc(C(N)=O)c2[nH]c(=O)n(-c3ccccc3F)c2n1
  A: x	B: 6	C: 5	D: 1.2	E: 2	F: x	G: 8	H: -10	I: -2

Cc1cccc(C)c1NC(=O)CSc1n[nH]c(=O)n1C1CC1
  A: 11	B: 12	C: 5	D: 0.2	E: -3	F: -13	G: -9	H: -12	I: -11

CCN(CC)S(=O)(=O)c1cccc(NC(=O)/C=C/c2cccc([N+](=O)[O-])c2)c1
  A: 15	B: -23	C: -9	D: 16*	E: 4	F: 40	G: 32	H: 8	I: 20

COCCNC(=O)c1cc2sc3ccccc3c2s1
  A: 1	B: 7	C: 24	D: 1.2	E: -4	F: 7	G: 10	H: -5	I: -2

Part of the list above, with values under each structure:
Value order – TAAR1 ag | CHRM1 PAM | M1 PAM parental | M1 ag parental | M1 ag | TAAR1 antag | CHO parental Ca | CHO-K1 Ca antag | M1 antag
- CCCc1c(O)nc(SC2CC(=O)N(c3ccc(OC)cc3)C2=O)[nH]c1=O (stereo not given)
→ 1 | 3 | 5 | 0.9 | -3 | -19 | 8 | -17 | -5
- CCc1cc(C(=O)N=Nc2c(O)[nH]c3c(Br)cc(Br)cc23)c2ccccc2n1
→ -2 | -7 | -12 | -0.5 | -3 | 8 | -31 | 15 | 3

Next part:
Screens by letter – A = TAAR1 ag; B = CHRM1 PAM; C = M1 PAM parental; D = M1 ag parental; E = M1 ag; F = TAAR1 antag; G = CHO parental Ca; H = CHO-K1 Ca antag; I = M1 antag
Nc1ccc(C(=O)N/N=C/c2ccc(N3CCOCC3)s2)cc1
  A: 3	B: 4	C: 8	D: -0.1	E: -2	F: -11	G: -13	H: 2	I: -3

CC(C)(C)c1ccc(NC(=O)N2CCN(c3ccc([N+](=O)[O-])cn3)CC2)cc1
  A: 25	B: 4	C: 13	D: 2.9	E: -3	F: 5	G: 10	H: -4	I: -3

CCOC(=O)c1c(NC(=O)CSc2nnc(-c3ccccc3)n2CC)sc(C(C)=O)c1C
  A: 4	B: -6	C: 15	D: 12	E: -8	F: -16	G: -25	H: 7	I: 17

Cc1cccc(NC(=O)c2cccc3c2C(=O)c2ccccc2-3)c1
  A: 2	B: 2	C: 21	D: 0.6	E: -5	F: 7	G: -24	H: -16	I: -1

O=C(CSC1=Nc2ccccc2C2=NC(CC(=O)NC3CCCCC3)C(=O)N12)NCc1ccco1 (stereo not given)
  A: 1	B: 4	C: 3	D: 0.1	E: -4	F: -9	G: -12	H: 8	I: -5

CCOC(=O)c1cnc(SC)nc1Nc1cccc(F)c1
  A: 1	B: 0	C: 17	D: 0.2	E: -5	F: 16	G: -11	H: -15	I: 8

CCOC(=O)C1CCCN(CC(=O)Nc2nccs2)C1 (stereo not given)
  A: -1	B: 6	C: 21	D: 0.1	E: 6	F: -1	G: 5	H: -3	I: -6

Cc1c(Cl)cccc1NC(=O)[C@@]1(CC(=O)O)CC(/C=C/c2ccccc2)=NO1
  A: 4	B: 5	C: 8	D: 0.0	E: -2	F: -11	G: -20	H: -10	I: -4
